Assay outcomes as filed in PubChem BioAssay.
mcGAS inh: blocks mouse cGAS activity | Q8C6L5 | recombinant cGAS, Kinase-Glo ATP depletion luminescence | inhibition, % at 12.5 µM | 0.15% of 160,000 active | AID 1259399;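 note: 0% = negative control wells and 100% = reference inhibitor with no enzyme activity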
hcGAS inh: blocks human cGAS activity | Q8N884 | recombinant h-cGAS, ATP depletion, Kinase-Glo luminescence | inhibition, % at 12.5 µM | 0.081% of 290,000 active;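 note: 0% = vehicle reaction and 100% = reaction without DNA for no activity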
Target sequence (Q8N884 whole entry, looked up): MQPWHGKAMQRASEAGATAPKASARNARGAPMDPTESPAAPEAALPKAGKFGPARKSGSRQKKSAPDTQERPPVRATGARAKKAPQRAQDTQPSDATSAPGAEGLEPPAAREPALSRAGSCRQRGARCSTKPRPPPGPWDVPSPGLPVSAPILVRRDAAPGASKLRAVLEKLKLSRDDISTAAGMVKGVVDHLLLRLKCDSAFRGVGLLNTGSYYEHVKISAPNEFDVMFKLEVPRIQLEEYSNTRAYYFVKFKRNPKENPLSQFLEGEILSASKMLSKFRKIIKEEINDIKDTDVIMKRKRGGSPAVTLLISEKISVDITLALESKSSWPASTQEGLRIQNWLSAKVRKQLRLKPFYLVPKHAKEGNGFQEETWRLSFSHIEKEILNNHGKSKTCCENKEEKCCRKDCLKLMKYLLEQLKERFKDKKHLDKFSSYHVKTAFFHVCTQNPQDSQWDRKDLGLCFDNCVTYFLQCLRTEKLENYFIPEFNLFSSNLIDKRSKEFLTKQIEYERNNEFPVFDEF
NPYLR7 ag: activates Aedes aegypti NPYLR7 receptor; HEK293T NPYLR7/Galpha15, GCaMP6s calcium fluorescence; activation, % at 10 µM; 0.15% of 270,000 active; AID 1259423; in the data active = activation above about 40%;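 note: 0% = vehicle and 100% = reference agonist at the receptor; some compounds past the cut are filed as inactive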
The depositor's hits bear a star; nt = no result given; & = joins results of further samples. Cut-off read from the data, not from the text of the source, unless noted: active = inhibition above about 40%; inactive = the rest.

1) Cc1cnc2n(c1=O)C(CC(=O)NCC1CCCO1)CS2 (centres undefined)
2) CCOc1ccc(-c2cn(CC)nc2C)cc1
3) CCCOc1ccccc1N1C(=O)CC(Nc2ccccc2)C1=O (centres undefined)
4) Cc1ccc(C)c(Cn2ccnc2CN(C(=O)c2ccccc2F)C2CCCCC2)c1
5) COCc1c(Cl)cccc1NC(=O)C1CC1c1ccco1 (centres undefined)
6) NNC(=O)/C(=C\c1ccccc1)CCO
7) Cc1ccccc1OC1CN(C(=O)c2cn(CCN)nn2)C1
8) CC(CN1CCCC1=O)Nc1cnn(C)c(=O)c1Br (centres undefined)
9) CCN1CCN(c2cc(CNC(=O)Nc3ccncc3)ccn2)CC1
10) O=C(c1ccc(-c2cc(-c3ccc(Cl)cc3)[nH]n2)cc1)N1CCC(C(F)(F)F)CC1
assay / compound,1,2,3,4,5,6,7,8,9,10
mcGAS inh,nt,-12.8,-4.5,-4.2,nt,-6.4,nt,-12.2,nt,-6.8
NPYLR7 ag,0.8,-3.5,0.3,nt,2.9,-10.7,2.2,-3.8,-1.1,6.7
hcGAS inh,3.6,-8.3,-4.7,0.4,-5.0,-6.6,-7.0,-10.7,-9.3,-11.5

11) COCCNS(=O)(=O)c1ccc(OC)c(N2CCN(C(=O)c3c(F)cccc3Cl)CC2)c1
12) CC1(C)ON=C(c2ccc3c(c2)OCO3)N(Cc2ccccc2F)C1=O
13) CCOC(=O)CCn1c(=O)c2c(nc3n(-c4cc(C)cc(C)c4)c(C)c(C)n23)n(C)c1=O
14) Nc1nnc(SCC(=O)N2CCN(CCc3ccncc3)CC2)s1
15) CN(CCO)CC(O)Cn1cnc2c1c(=O)n(C)c(=O)n2C (centres undefined)
16) C#CCN=Cc1c(O)n(CCOC)c(=S)[nH]c1=O
17) CCOC(=O)c1ccc(NC(=O)N2CCCC2C(=O)Nc2nnc(-c3ccc(Br)cc3)s2)cc1 (centres undefined)
18) O=C(c1cn(Cc2ccccc2F)nn1)N1CCCC(c2nc3ccccc3[nH]2)C1 (centres undefined)
19) Cc1cc(-c2cc(C(=O)Nc3ccc(C)c(S(=O)(=O)N(C)C)c3)c3c(C)noc3n2)c(C)s1
20) O=S(=O)(NCCCc1nc2ccccc2o1)NCc1ccccc1
assay / compound,11,12,13,14,15,16,17,18,19,20
mcGAS inh,-5.3,nt,-4.1,nt,nt,nt,-3.4,nt,-7.1,nt
NPYLR7 ag,2.5,5.6,-0.7,9.6,-4.1,-4.9,-5.2,4.7,-3.7,8.1
hcGAS inh,-1.3,-5.1,14.4,2.9,-0.9,-3.9,-9.7,-4.1,-5.5,-13.0

21) Cc1sc2nc(SCC(=O)N(C)Cc3ccsc3)n(C3CCCC3)c(=O)c2c1C
22) O=C(O)/C=C/C(=O)Nc1ccc([N+](=O)[O-])cc1
23) C=CCN(CC=C)C(=O)c1cc(-c2ccc(C)c(C)c2)nc2ccccc12
24) Cn1c(=O)c2c(nc3n(CC(=O)C(C)(C)C)c(-c4ccccc4)cn23)n(C)c1=O
25) COC(=O)c1c(NC(=O)c2cnccn2)sc(C)c1-c1ccc(C)c(C)c1
26) CCOC(=O)c1ccc(NC(=O)N(CCCOC)CC(=O)Nc2cc(C(C)(C)C)nn2-c2ccccc2Cl)cc1
27) CC(=O)NCCC1CN(Cc2ccnn2-c2ccccc2)CCO1 (centres undefined)
28) COCC(=O)N(Cc1cc(NC(=O)C2CC2)ccc1N(C)C)C(C)C
29) c1ccc(CCn2cc(-c3nc(-c4ccc5nc[nH]c5c4)no3)nn2)cc1
30) CC1=CC(C)(C)N2C(=O)C3(NCCc4c3[nH]c3ccccc43)c3cccc1c32 (centres undefined)
assay / compound,21,22,23,24,25,26,27,28,29,30
mcGAS inh,nt,nt,-6.1,nt,nt,0.3,nt,-10.8,nt,-1.8
NPYLR7 ag,15.2,-2.9,1.7,-8.7,8.0,-5.6,3.7,nt,11.3,1.6
hcGAS inh,-11.6,8.4,-2.0,-6.3,-2.6,-0.8,-0.7,-9.7,-6.1,5.5

Sorted by length of the SMILES (descending): part of the list above.
24) Cn1c(=O)c2c(nc3n(CC(=O)C(C)(C)C)c(-c4ccccc4)cn23)n(C)c1=O
30) CC1=CC(C)(C)N2C(=O)C3(NCCc4c3[nH]c3ccccc43)c3cccc1c32 (centres undefined)
29) c1ccc(CCn2cc(-c3nc(-c4ccc5nc[nH]c5c4)no3)nn2)cc1
22) O=C(O)/C=C/C(=O)Nc1ccc([N+](=O)[O-])cc1
27) CC(=O)NCCC1CN(Cc2ccnn2-c2ccccc2)CCO1 (centres undefined)
assay / compound,24,30,29,22,27
mcGAS inh,nt,-1.8,nt,nt,nt
NPYLR7 ag,-8.7,1.6,11.3,-2.9,3.7
hcGAS inh,-6.3,5.5,-6.1,8.4,-0.7

Continued.
31) O=C(c1cc(=O)c2ccccc2o1)N1CCN(c2ncnc3c2nnn3-c2ccccc2)CC1
32) CC(NCc1cn[nH]c1-c1ccc(F)cc1)c1ccc(-n2cncn2)cc1 (centres undefined)
33) CCS(=O)(=O)NCc1nnnn1C1CCCCC1
34) CNC[C@@H](O)c1ccc(O)c(O)c1
35) CCn1ccc(C(=O)NC2=C(C#N)CCC2)n1
36) Cc1c2c(n3c(nc4ccccc43)c1C#N)N(C1CCCC1)CC2
37) CC(C)N(C)Cc1nnnn1CC(=O)N(C)Cc1cccc(Cl)c1
38) Cc1cc(=O)[nH]c(C)c1NC(=O)c1ccc(CN2CCCC(C)C2)cc1 (centres undefined)
39) Cc1cc(C)c(C)c(OCc2nc(CN(C(=O)c3ccc(Cl)cc3)C3CC3)cs2)c1
40) CC(C)NCc1ccccc1-c1cccc(CO)c1
assay / compound,31,32,33,34,35,36,37,38,39,40
mcGAS inh,-7.9,-11.1,-7.5,nt,nt,nt,nt,nt,-5.0,nt
NPYLR7 ag,-2.4,9.3,1.1,54.5*,-0.3,5.1,8.8,-1.2,15.8,7.0
hcGAS inh,-5.9,-8.8,-5.4,-2.6&-4.8,-8.2,-1.8,-2.3,-7.8,-5.7,2.8

41) CN1CCC2(CCCN(C(=O)c3nnc4n3CCCCC4)CC2)CC1
42) CC(C)(CN1CCCCC1)NS(=O)(=O)c1cccs1
43) COc1ccccc1-c1nc2cc(C)ccn2c1NC(=O)C(C)Cl (centres undefined)
44) CCc1cccc(-n2c(CNC)n[nH]c2=O)c1
45) CN(C(=O)Nc1cccc2c1OCCO2)C(c1ccncc1)c1ccc(Cl)cc1 (centres undefined)
46) O=C(Cc1cccc(Cl)c1)N1CCOC(COc2ccc(F)cc2)C1 (centres undefined)
47) FC(F)(F)c1ccc(CNc2nccnc2-c2cc(C(F)(F)F)cc(C(F)(F)F)c2)cc1
48) COc1cc(NC(=O)Cn2nc(C(F)(F)F)c(Br)c2C)cc([N+](=O)[O-])c1
49) CN1/C(=C/C(=O)CN2CCC(NC(=O)c3ccccc3)CC2)C(C)(C)c2ccccc21
50) NC(=O)c1c(NC(=O)C2C3C=CC(C3)C2C(=O)O)sc2c1CCCCC2 (centres undefined)
assay / compound,41,42,43,44,45,46,47,48,49,50
mcGAS inh,nt,nt,-8.6,nt,nt,-6.4,0.3,-7.5,nt,nt
NPYLR7 ag,4.0,0.0,-3.9,27.3,3.3,-4.9,-10.8,-1.7,3.9,1.5
hcGAS inh,-0.6,-11.9,-11.2,-7.8,-10.5,-6.2,-1.0,-5.0,-4.9,-15.4

51) O=C(NCc1n[nH]c2c1CCC2)c1cc2ccccc2s1
52) O=S(=O)(N1CCCCCC1)N1CCCCC1c1ccccn1 (centres undefined)
53) COc1ccc(C(=O)N2CCN(C(C(=O)NCc3cccc(C)c3)C3CCCC3)CC2)cc1OC (centres undefined)
54) CCS(=O)(=O)Oc1ccc(CN(C(=O)CC(C)(C)C)C2CC2)cc1
55) CCCC(=O)N1CCN(C(c2ccc(Cl)cc2)c2ccc(Cl)cc2)CC1
56) C=C(Cl)CN1CCC(OCC2CCCO2)CC1 (centres undefined)
57) C#CCOc1c(CC=C)cc(/C=C2/NC(=O)N(CC(=O)Nc3ccc(C)cc3)C2=O)cc1OCC
58) COC(=O)c1ccc([N+](=O)[O-])cc1S(=O)(=O)NC(=O)Nc1nc(C)nc(OC)n1
59) Cc1ccc(C(=O)NS(=O)(=O)CC2CCCCO2)cc1C (centres undefined)
60) CCCN(CC(=O)Nc1cc(-c2ccccc2)nn1-c1ccccc1)C(=O)Nc1ccccc1Br
assay / compound,51,52,53,54,55,56,57,58,59,60
mcGAS inh,-13.9,nt,-2.6,-5.2,-4.1,nt,0.2,nt,nt,-7.0
NPYLR7 ag,nt,19.3,-10.8,-7.0,20.0,-0.6,3.7,-1.0,4.6,8.9
hcGAS inh,-3.0,-4.3,1.0,-3.2,-6.3,-13.3,1.0,-2.6,-10.9,-7.8

The final 4 compounds of the section before lead into the next.
57) C#CCOc1c(CC=C)cc(/C=C2/NC(=O)N(CC(=O)Nc3ccc(C)cc3)C2=O)cc1OCC
58) COC(=O)c1ccc([N+](=O)[O-])cc1S(=O)(=O)NC(=O)Nc1nc(C)nc(OC)n1
59) Cc1ccc(C(=O)NS(=O)(=O)CC2CCCCO2)cc1C (centres undefined)
60) CCCN(CC(=O)Nc1cc(-c2ccccc2)nn1-c1ccccc1)C(=O)Nc1ccccc1Br
61) C=CCn1c(=O)c2c(nc3n2CCN3c2ccc(OC)cc2OC)n(C)c1=O
62) COC(=O)CN1C(c2cc(OC)c(OC)c(OC)c2)=Nc2ccc(Cl)cc2C1c1ccccc1 (centres undefined)
63) COC(=O)CC(NC(=O)C1CCCN(C(=O)N2CCCC2)C1)c1ccccc1Cl (centres undefined)
64) NC(=O)c1cccc(-c2cccc(OC(=O)NC3CCCCC3)c2)c1
65) CCc1nc(C)c(C(=O)NCc2cccnc2N(C)C)o1
66) COc1ccc(-c2nc3ccc(C)cn3c2NC(=O)c2cc(Cl)cc(Cl)c2)cc1
67) O=C1CCc2cc(S(=O)(=O)N3CCN4CCNC(=O)C4C3)ccc2N1 (centres undefined)
68) CC(C)(C)c1ncsc1C(=O)Nc1ccc(CC(N)=O)cc1
69) O=C(CN(C(=O)Nc1ccc(Br)cc1)C1CCCCC1)N(Cc1ccc(F)cc1)Cc1cccs1
70) C=CCCC(=O)NC1CCN(c2ccc(OC(F)(F)F)cc2)CC1
assay / compound,57,58,59,60,61,62,63,64,65,66,67,68,69,70
mcGAS inh,0.2,nt,nt,-7.0,nt,-7.4,nt,-9.4,nt,-1.7,nt,-13.5,-3.9,nt
NPYLR7 ag,3.7,-1.0,4.6,8.9,-18.4,-3.4,1.8,-1.8,6.2,-4.2,6.2,7.6,-2.4,9.7
hcGAS inh,1.0,-2.6,-10.9,-7.8,-0.4,-4.9,2.4,-8.5,-3.8,-4.9,-5.4,-6.0,-3.5,-7.3

71) O=[N+]([O-])c1ccc(-c2cn3cc(Br)ccc3n2)cc1
72) COC(=O)C(c1ccccc1)C1C=CC(NC(=O)c2cc(F)c(Cl)cc2Cl)C1 (centres undefined)
73) CCCS(=O)c1ccc2nc(NC(=O)OC)[nH]c2c1 (centres undefined)
74) COc1ccc(CCn2c(-c3ccc(F)cc3C(F)(F)F)nc3ccccc3c2=O)cc1
75) O=c1cccnn1CCCNS(=O)(=O)c1ccc(OC(F)(F)F)cc1
76) CC(C)Cc1cc(C(=O)N2CCCC3(CN(C)C(=O)O3)C2)on1 (centres undefined)
77) Cc1ccc(CN(CCc2ccccc2)C(=O)CN(CCN2CCCCC2)C(=O)c2ccc(Cl)cc2)o1
78) CN1CCN(S(=O)(=O)c2ccc(N)cc2)CC1
79) Cc1cc(C(=O)N(C)Cc2nc3ccccc3n2C)cc(S(N)(=O)=O)c1C
80) CN1CCCC1=Nc1cc(N(C)C)nc2ccccc12
assay / compound,71,72,73,74,75,76,77,78,79,80
mcGAS inh,nt,-6.0,-6.1,-6.2,-7.1,nt,-3.3,nt,-16.6,nt
NPYLR7 ag,4.3,1.5,-8.2,3.3,-6.8,3.4,3.0,-8.4,8.9,-1.3
hcGAS inh,-7.8,-7.7,-7.6,-7.3,-5.3,-2.1,-0.1,-7.6,-4.7,-4.0

81) COc1ccc(N2C(=O)CC(NCc3ccncc3)C2=O)cc1 (centres undefined)
82) CCCNC(=O)C(C)NC(=O)NC(CC)c1ccc(Cl)cc1 (centres undefined)
83) Cn1cccc1CNC(Cc1ccccc1)c1ccccc1 (centres undefined)
84) O=C(c1cn(CCc2ccccc2)nn1)N1CCN(C23CC4CC(CC(C4)C2)C3)CC1
85) COc1ccc(C(=O)N2C(C(=O)N3CCCC3)COC23CCN(C(=O)c2ccccc2Cl)CC3)cc1 (centres undefined)
86) CN(C)c1ccc(C=C2SC(N3CCCCC3)=NC2=O)cc1
87) COc1ccc(NS(=O)(=O)c2ccccc2C(F)(F)F)c(C(=O)NCc2ccccc2)c1
88) Cc1ccc(-c2csc3[nH]c(=S)n(-c4ccccc4)c(=O)c23)o1
assay / compound,81,82,83,84,85,86,87,88
mcGAS inh,nt,nt,nt,-10.5,-4.5,nt,-4.3,-5.5
NPYLR7 ag,5.0,-0.4,26.4,12.3,-1.2,3.0,17.5,0.1
hcGAS inh,-1.6,-3.9,-5.5,-9.6,-4.9,-5.6,0.0,-8.1
